Screening results deposited in PubChem by National Center for Advancing Translational Sciences (NCATS).
Luc counter: Kinase-Glo luciferase inhibition (counter-screen); Q27757; Kinase-Glo luciferase, ATP luminescence, 8 min; Potency, µM (top dose mostly 38.3 µM), without a hit: at the highest dose activity change, negative = inhibition, usual class: inhibitors; 200,000 tested, 0.28% active; AID 1379; further: potency means the concentration at half of the fitted maximal effect; on the % scale 0 is the no-effect control and ±100 the full control effect; nearly all actives have a fitted effect of over 60% in size
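Inhibition of Kinase-Glo luciferase light generation was assessed at 10 uM ATP in pH 7.2 imidazole buffer, with luminescence measured after eight minutes at ambient temperature.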
Lamin A splicing: modulators of lamin A splicing. HeLa LMNA splicing GFP/RFP minigene ratio, 48 h. Potency, µM (top dose mostly 46.1 µM), inactives show top-dose ratio change, negative = inhibition, hits mostly inhibitors. 200,000 tested, 0.01% active. AID 1487; active means well fitted inhibition curve with a large enough effect in the signal ratio, with a control signal flat, not every such curve was filed as active; inconclusive means small, poorly fitted or top-dose-only effect, or effect the other way, or a change in a side signal; the % refers to the signal ratio; further: potency means the concentration at half of the fitted maximal effect; on the % scale 0 is the no-effect control and ±100 the full control effect
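S3 HeLa cells stably expressing lamin A-EGFP splicing minigene plus DsRed2, 600 cells/well, 48 h compound exposure at 37C. Laser-scanning cytometry; analysed as GFP (500-530 nm)/RFP (575-640 nm) total intensity ratio; 0.5% DMSO vehicle.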
HTT aggregate: mutant huntingtin aggregation inhibition; PC12 HttQ103-GFP aggregates, Acumen cytometry, 40 h; Potency, µM (top dose mostly 46.1 µM), for the others: at the top dose activity change, negative = inhibition, actives largely listed as inhibitors; 220,000 tested, 1.1% active; further: potency means the concentration at half of the fitted maximal effect; on the % scale 0 is the no-effect control and ±100 the full control effect; nearly all actives have a fitted effect of over 60% in size
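Multiplexed with ATP-based cell death, this channel scores GFP aggregates in PC12 cells expressing inducible HTTex1-Q103-GFP. Induction used 100 nM tebufenozide; compounds were tested in concentration series.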
SMN2 splice enh: increases expression of the SMN2 splice variant. AID 1458. HEK293 SMN2-luciferase splicing reporter, luminescence, 30-36 h. 210,000 tested, 2.8% active. Potency, µM (top dose mostly 46.1 µM), without a hit: top-dose activity change, positive = activation, actives largely listed as activators; further: potency means the concentration at half of the fitted maximal effect; % of control where 0% means no effect; nearly all actives have a fitted effect of over 55% in size
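HEK293 cells carry an SMN2 […]–luciferase reporter in which exon 7 inclusion puts luciferase in frame. Cells were plated 10-12 h before compound addition, then incubated 30-36 h at 37C. ONE-Glo luminescence was read; sodium butyrate at 4.5 mM final served as control.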
CBFb RUNX1 block: blocks binding between human CBF-beta and RUNX1; Q01196+Q13951; Potency, µM (series often up to 59.8 µM), inactives show at the highest dose activity, negative = inhibition, actives largely listed as inhibitors; 230,000 tested, under 10 active; AlphaScreen CBFb-His/RUNX1-biotin binding, biochemical; further: % of control where 0% means no effect
Target sequence (Q01196 whole entry, looked up): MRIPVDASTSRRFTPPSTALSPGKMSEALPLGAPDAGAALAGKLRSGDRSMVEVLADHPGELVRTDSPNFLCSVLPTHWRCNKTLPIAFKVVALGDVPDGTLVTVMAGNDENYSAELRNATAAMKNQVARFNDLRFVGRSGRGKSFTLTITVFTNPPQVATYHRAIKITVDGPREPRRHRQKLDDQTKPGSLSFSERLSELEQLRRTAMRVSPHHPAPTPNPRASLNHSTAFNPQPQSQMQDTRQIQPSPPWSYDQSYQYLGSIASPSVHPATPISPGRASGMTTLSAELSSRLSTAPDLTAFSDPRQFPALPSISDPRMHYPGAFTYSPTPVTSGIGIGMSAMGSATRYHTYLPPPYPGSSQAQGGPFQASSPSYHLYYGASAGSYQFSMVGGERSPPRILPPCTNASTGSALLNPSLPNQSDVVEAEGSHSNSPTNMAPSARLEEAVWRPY
Target sequence (Q13951 whole entry, looked up): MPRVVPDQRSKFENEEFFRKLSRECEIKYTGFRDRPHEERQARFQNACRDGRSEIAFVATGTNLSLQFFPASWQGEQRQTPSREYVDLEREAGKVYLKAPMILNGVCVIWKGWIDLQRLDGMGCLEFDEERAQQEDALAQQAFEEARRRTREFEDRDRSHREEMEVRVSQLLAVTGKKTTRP
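Interaction loss through any mechanism counts as activity. Pre-formed complex of His-CBF-beta and biotin-RUNX1 (30 nM apiece) is incubated with compound 15 min, then with 50 ng nickel and 50 ng streptavidin beads for 90 min before AlphaScreen detection.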
HTT cytoprotect: cytoprotection in Huntington HTT-Q103 PC12 cell model; PC12 HTT-Q103 induced, cytoprotection, ATP luminescence, 40 h; Potency, µM (doses to about 56.4 µM), inactives show cytoprotection (ATP increase), hits mostly activators; 230,000 tested, 0.14% active;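 further: potency means the concentration at half of the fitted maximal effect; % of control where 0% means no effect; nearly all actives have a fitted effect of over 45% in size; toxic huntingtin expression switched on by the ecdysone agonist tebufenozide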
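Readout: ATPlite luminescence (ATP level). Model: stable PC12, inducible Htt exon1 Q103-GFP. Inducer: tebufenozide, 100 nM final. Compounds: dose series. No G418 in medium.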
IMPase Li cell: IMPase inhibition in cells with lithium potentiation; CHO-M1 cells, IP1 TR-FRET (IP-One), carbachol + lithium; 210,000 tested, 0.35% active; AID 1457; Potency, µM (titrated, usually from 59.4 µM), for the others: at the highest dose activity, negative = IMPase inhibition, hits mostly inhibitors;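 further: IP1 builds up when IMPase is blocked and the TR-FRET signal falls; potency means the concentration at half of the fitted maximal effect; plate controls were basal vehicle for no effect and high inhibitor control for full effect; nearly all actives have a fitted effect of over 50% in size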
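CHO cells stably expressing M1 receptor (2000/well, cultured 16–30 h) treated 30 min at 37C with compound plus low lithium. Cytosolic IP1 by TR-FRET (665/620 ratio and 620 channel) after 10 min lysis; AC50 by Hill fit.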
Numbers without * were called inactive; ? = inconclusive; . = no result given; & = joins results of further samples; [ ] = another dose, or the depositor's remark. Unless noted, the call rests on the fitted dose curve; in most records, active means well fitted curve in the direction sought with a large enough effect; inconclusive means small, poorly fitted or top-dose-only effect, or another doubt; inactive means no such curve, though single readings can be large; an effect the other way counts as inactive or inconclusive. An unsorted share of the library; any-hit rate near 4%.

The first 6 records as a preview:
Structure	Luc counter	Lamin A splicing	HTT aggregate	SMN2 splice enh	CBFb RUNX1 block	HTT cytoprotect	IMPase Li cell
COc1ccc(S(=O)(=O)Cc2ccc(C(=O)N3CCN(c4cccc(C)c4)C(C)C3)o2)cc1 (stereo not given)	-1%	?	?	-10%	-8%	-83%[inhibitor]	9%[38.3 µM]
CCC(=O)NC(=S)Nc1cccc(NC(=O)c2ccccc2)c1	-1%	.	?	10%	-14%	-9%	6%
O=C(CCCOc1ccccc1)Nc1ccccc1C(F)(F)F	1%	-9%	-23%	0%	4%	3%[1.9 µM]	4%
O=C(COC(=O)CC12CC3CC(CC(Br)(C3)C1)C2)NC(=O)NCc1ccco1	-2%	4%[0.0737 µM]	7%	15%	0%	6%	-2%[38.3 µM]
Cc1ccc(Nc2nnc(SCC(=O)c3cc4ccccc4o3)s2)cc1C	-1%	17%	15%	13µM*	-9%	13%[10 µM]	4%
COC(=O)Oc1nsnc1N1CCOCC1	1%	-3%	1%	-14%	0%	-6%[10 µM]	0%[38.3 µM]

The whole of this part (from the top)
Structure	Luc counter	Lamin A splicing	HTT aggregate	SMN2 splice enh	CBFb RUNX1 block	HTT cytoprotect	IMPase Li cell
COc1ccc(S(=O)(=O)Cc2ccc(C(=O)N3CCN(c4cccc(C)c4)C(C)C3)o2)cc1 (stereo not given)	-1%	?	?	-10%	-8%	-83%[inhibitor]	9%[38.3 µM]
CCC(=O)NC(=S)Nc1cccc(NC(=O)c2ccccc2)c1	-1%	.	?	10%	-14%	-9%	6%
O=C(CCCOc1ccccc1)Nc1ccccc1C(F)(F)F	1%	-9%	-23%	0%	4%	3%[1.9 µM]	4%
O=C(COC(=O)CC12CC3CC(CC(Br)(C3)C1)C2)NC(=O)NCc1ccco1	-2%	4%[0.0737 µM]	7%	15%	0%	6%	-2%[38.3 µM]
Cc1ccc(Nc2nnc(SCC(=O)c3cc4ccccc4o3)s2)cc1C	-1%	17%	15%	13µM*	-9%	13%[10 µM]	4%
COC(=O)Oc1nsnc1N1CCOCC1	1%	-3%	1%	-14%	0%	-6%[10 µM]	0%[38.3 µM]
C=CCCCCCCCCC(=O)NN	8%	-6%	-5%	-5%	9%	10%[10 µM]	1%
O=c1[nH]c(=O)n([C@H]2C[C@H](O)[C@@H](CO)O2)cc1F	1%	?	-15%&-40%	-64%[inhibitor]	-2%	18%[1.9 µM]	16%&1%&4%
CCC(CC)C(=O)Nc1cccc(C(=O)N2CCCC2)c1	1%	3%	4%	.	1%	-7%[0.074 µM]	-1%[38.3 µM]
CCOC(=O)c1c(NC(=O)c2ccco2)sc(C(=O)N2CCCC2)c1C	18%	2%	-12%	24%	-2%	-4%	28%[38.3 µM]
CCOC(=O)N1CCC(NC(=O)c2cc(S(=O)(=O)NCCc3ccccc3)ccc2F)CC1	-6%	?	-8%	-51%[inhibitor]	4%	.	3%
CCOC(=O)NCc1cc(-c2nn(C)c(=O)c3ccccc23)ccc1C	1%	-21%	-6%	25%	5%	3%	24%[38.3 µM]
COC(=O)CS(=O)(=O)c1ccsc1C(=O)Nc1ccc(F)cc1	1%	.	0%	-26%	3%	-43%[inhibitor]	-2%
COc1ccc(CC(=O)OCC(=O)Nc2cccc(Cl)c2)cc1	0%	5%[46 µM]	3%	6%	17%	-6%	5%
Cc1nc(C(=O)NCc2ccccc2)sc1C1(C)CC(c2ccccc2)=NO1 (stereo not given)	.	.	10%[9.22 µM]	.	25%	3%[10 µM]	.
CCC(Sc1nnc(C)s1)C(=O)Nc1nccs1 (stereo not given)	13%	14%	-1%	-6%	2%	-11%[0.074 µM]	?
Cc1cccn2c(=O)c3cc(C(=O)NCCN4CCOCC4)n(Cc4ccccc4)c3nc12	-3%	-4%	-8%	-12%	7%	-2%	-3%[38.3 µM]
COc1ccc(CNc2nc3c(c(=O)[nH]c(=O)n3C)n2Cc2ccccc2C)cc1	-1%	-4%	-10%	-6%	-9%	-42%[inhibitor]	6%[38.3 µM]
CCCOC(=O)CCc1n[nH]c(=O)[nH]c1=O	4%	2%	0%	3%	14%	0%	1%[38.3 µM]
CN(Cc1ccccc1)S(=O)(=O)c1ccc(Cl)c(C(=O)O)c1	.	.	-3%	.	7%	-30%	-4%
Cc1cc(C(=O)N2CCc3ccccc32)n(-c2ccccc2)n1	3%	?	-15%	-6%	2%	5%[10 µM]	22%[38.3 µM]
Cc1cnc(CNc2ncncc2-c2cccc(C#N)c2)cn1	.	3%	.	.	.	8%	-8%
O=C(O)Cc1ccc(NC(=O)c2cnccn2)cc1	-9%	.	21%	-7%	-6%	-56%[inhibitor]	4%
COc1ccccc1CNc1cc(CSc2ccc(Cl)cc2)nc(C)n1	17%	-4%	-44%	-14%	-1%	-13%	61%[activator][38.3 µM]
Cn1c(SCC(=O)NC2CCCC2)nnc1-c1ccncc1	-1%	?	20%[9.22 µM]	-5%	3%	15%[10 µM]	1%
COc1ccc(CNC(=O)C2CCN(S(C)(=O)=O)CC2)cc1	-1%	.	18%	-15%	1%	-11%	-8%
O=c1oc2ccccc2c(Nc2ccccc2)c1[N+](=O)[O-]	1%	?	?	-26%	14%	-3%[1.9 µM]	-2%
O=C(Nc1ccccc1)c1nc2ccccc2s1	?	4%	12%	3.2µM*	16%	.	-2%
COc1ccc(S(=O)(=O)N2CCOCC2)cc1NC(=O)COC(=O)C1COc2ccccc2O1 (stereo not given)	-1%	-3%	-13%	4%	5%	38%[10 µM]	1%
Cc1cc(C)cc(C(=O)N2CCCCCC2)c1	-7%	-8%	-4%	17%	4%	8%[10 µM]	-15%[38.3 µM]
COc1ccccc1NC(=O)C(C/C=C(\C)Cl)C(C)=O (stereo not given)	-8%	11%	6%	9%	7%	1%	6%[38.3 µM]
Cc1cc(NC(=O)COC(=O)COc2ccc3c(c2)CCC3)no1	2%	0%	-6%[9.22 µM]	4%	5%	-13%	4%[38.3 µM]
C=C(C)CNC(=S)N/N=C\c1ccc2c(c1)OCO2	6%	?	-1%	-2%	4%	3%	12%[38.3 µM]
Cc1ccc(NC(=O)COc2ccc(-c3nnco3)cc2)cc1S(=O)(=O)N1CCOCC1	0%	-12%[46 µM]	-23%	-22%	-8%	-6%	8%
Cc1ccc(C(=O)C2=C(O)C(=O)N(CCCN3CCOCC3)C23C(=O)N(C)c2ccccc23)o1 (stereo not given)	2%	-8%	0%	-8%	2%	6%	?
Cc1cc(C)nc(SCCC(=O)Nc2ccccc2)n1	-2%	-6%	3%	3%	2%	36%[10 µM]	-2%
Cc1ccc(NC(=O)NC(=O)N(C2CCCCC2)S(=O)(=O)c2ccccc2)cc1	-3%	-1%	-8%	7.9µM*	13%	18%[10 µM]	9%
O=C(NN=C1CCCC1)c1ccc([N+](=O)[O-])cc1	-4%	1%[46 µM]	14%	-6%	-2%	-34%	-3%
CC(NC(=O)c1ccc2c(c1)OCO2)C(c1cccs1)N1CCOCC1 (stereo not given)	0%	-2%	1%	-2%	-1%	7%	-9%[38.3 µM]
Cc1nnc(SCc2cccc([N+](=O)[O-])c2)o1	4%	-4%[46 µM]	-8%[9.22 µM]	-13%	3%	-24%[10 µM]	13%
NS(=O)(=O)O	.	.	.	18%	22%[21.7 µM]	-27%	-6%
O=C(COc1cccnc1[N+](=O)[O-])NCc1ccc2c(c1)OCO2	.	.	5%[9.22 µM]	.	7%	12%[10 µM]	.
CC(C)CN(CC(C)C)C(=O)C12CCC(C)(C(=O)C1)C2(C)C (stereo not given)	3%	?	2%	-4%	5%	-5%[10 µM]	18%[38.3 µM]
Cc1cc(/C=N\NC(=O)CC(=O)NC2CCCCC2)c(C)n1-c1ccc(Cl)c(Cl)c1	-5%	2%	7%	-13%	-8%	13%	-3%[38.3 µM]
COC(=O)C1=C(N)Oc2cc(C)n(CC3CCCO3)c(=O)c2C1c1ccc(Cl)cc1 (stereo not given)	1%	14%	6%	23%	4%	1%[0.074 µM]	2%[38.3 µM]
Cc1onc(-c2c(F)cccc2Cl)c1C(=O)N1CCOC12CCCCC2	-3%	.	-8%	10%	5%	-39%[inhibitor]	0%
Cc1ccccc1Nc1cccc2nonc12	-2%	-8%	23%	-1%	-7%	18%[10 µM]	-2%
Cc1cccn2c(CNC3CCCc4ccccc43)c(C(=O)N3CCOCC3)nc12 (stereo not given)	.	.	1%[9.22 µM]	.	0%	15%[10 µM]	.
CCN(CC)CC(=O)c1c(N)n(Cc2ccccc2)c(=O)n(C)c1=O	6%	-11%[46 µM]	6%	10%	14%	3%[10 µM]	5%
COCCN=c1scc(-c2ccccc2)n1/N=C/c1c[nH]c2ccccc12	-1%	?	?	15%	-10%	-2%[1.9 µM]	4%
O=c1c(-c2cccs2)nc2cnc(Oc3cccc(Cl)c3)nc2n1C[C@H]1CCCO1	-4%	.	.	-38%[inhibitor]	.	16%	17%
